Screening results as filed in PubChem.
ANO1 block: TMEM16A chloride channel inhibitors, primary screen, cell-based, HTS. AID 588511, 2011. 310,000 compounds, 1.2% hits. normalized B-score (activity score, 25-100; higher = stronger inhibition) at 10 µM. HEK293 TMEM16A/YFP iodide influx fluorescence, ionomycin;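 active means ratio plate-corrected score three or more library SD toward inhibition, starting fluorescence score within five deviations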;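 further: score derived from kinetic fluorescence span divided by baseline fluorescence per well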
TRPC4 act: activators of mouse TRPC4 channel, primary screen, Fluo4 calcium, HEK293 TRPC4beta/mu-opioid cells; B-score at 10 µM; 310,000 compounds, 0.49% hits; Short transient receptor potential channel 4 (Mus musculus), Q9QUQ5; AID 2237, 2010; Fluo4 calcium fluorescence; hits give high values;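 active means B-score above 5 SD of library B-scores, and initial fluorescence ratio not above library mean plus 5 SD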;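 further: positive B-score marks a calcium rise read as TRPC4 activation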
Target sequence (Q9QUQ5 whole entry, looked up): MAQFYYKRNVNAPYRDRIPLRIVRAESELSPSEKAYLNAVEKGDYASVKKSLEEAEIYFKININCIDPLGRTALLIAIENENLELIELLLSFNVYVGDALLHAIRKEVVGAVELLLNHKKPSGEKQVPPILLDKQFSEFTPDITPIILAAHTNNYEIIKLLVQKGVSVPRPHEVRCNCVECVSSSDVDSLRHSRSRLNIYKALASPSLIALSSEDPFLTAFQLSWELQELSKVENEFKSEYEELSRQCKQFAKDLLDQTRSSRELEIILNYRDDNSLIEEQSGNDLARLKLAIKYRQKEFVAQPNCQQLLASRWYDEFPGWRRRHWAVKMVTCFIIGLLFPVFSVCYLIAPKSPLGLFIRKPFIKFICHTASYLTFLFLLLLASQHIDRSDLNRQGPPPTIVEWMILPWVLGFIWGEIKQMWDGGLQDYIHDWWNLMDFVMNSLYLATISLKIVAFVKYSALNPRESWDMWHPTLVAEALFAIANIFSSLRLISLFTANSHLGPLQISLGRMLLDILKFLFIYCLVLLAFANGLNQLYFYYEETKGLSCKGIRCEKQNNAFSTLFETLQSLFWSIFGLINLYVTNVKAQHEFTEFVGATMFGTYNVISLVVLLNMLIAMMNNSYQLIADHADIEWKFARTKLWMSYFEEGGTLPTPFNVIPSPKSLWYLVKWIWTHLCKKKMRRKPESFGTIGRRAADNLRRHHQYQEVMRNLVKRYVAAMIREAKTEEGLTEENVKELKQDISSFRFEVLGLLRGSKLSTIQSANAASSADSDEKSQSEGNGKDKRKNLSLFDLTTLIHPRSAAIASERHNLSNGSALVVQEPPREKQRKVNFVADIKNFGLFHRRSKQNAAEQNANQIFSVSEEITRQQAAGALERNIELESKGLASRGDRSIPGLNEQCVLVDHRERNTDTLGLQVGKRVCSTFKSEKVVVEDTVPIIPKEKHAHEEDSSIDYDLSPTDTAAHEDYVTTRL
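System – HEK293 cells stably co-expressing mouse TRPC4beta and mu-opioid receptor · Signal – Fluo4 calcium-sensitive dye fluorescence, kinetic, 1 Hz baseline · Benchmarks – buffer (low) and maximal DAMGO (high) · Read-out – B score of integrated fluorescence ratio per well · Incubation – dye loading 45 min room temperature, 110 s kinetic read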
TMEM16A act: TMEM16A chloride channel activators or potentiators, primary screen, cell-based, HTS; Anoctamin-1 (Mus musculus), Q8BHY3; HEK293 TMEM16A/YFP-H148Q/I152L, iodide quench fluorescence; hits give low values; B-score at 10 µM; 340,000 compounds, 0.3% hits;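 active means fluorescence-ratio B-score plate-corrected deviation score at least 3 library SD below zero, with starting fluorescence score within 5 deviations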;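 further: channel opened by trigger with iodide after compound preincubation; score built on the fluorescence ratio of max minus min over baseline; more negative score means more quench and so TMEM16A activation or potentiation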
TRPC4 potent: positive allosteric modulators of TRPC4, primary screen, cell-based, mouse TRPC4beta, HEK293 mu-opioid, Fluo-4 calcium; Short transient receptor potential channel 4 (Mus musculus), Q9QUQ5; DAMGO EC20, Fluo-4 Ca2+ flux; hits give high values; B-score at 10 µM; 310,000 compounds, 0.42% hits;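 active means B-score of calcium response area above 5 SD of library B-scores, with initial fluorescence ratio within 5 SD of library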;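 further: B-score of integrated fluorescence ratio over time as area under calcium response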
MrgX1 antag: antagonists of human MrgX1 receptor, primary screen, HEK293 cells, Fluo-4 calcium flux | AID 588676, 2011 | BAM8-22 antagonism; hits give low values | B-score at 10 µM | Mas-related G-protein coupled receptor member X1 (Homo sapiens), Q96LB2 | 310,000 compounds, 1.3% hits;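 active means calcium-response B-score plate-corrected more than 3 library SD below zero, starting fluorescence within 5 deviations, no agonist response on first addition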;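 further: peak minus trough fluorescence over baseline after final BAM8-22 challenge near maximal dose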
RGS4 inh: RGS4 inhibitors, primary screen, cell-based, HEK293 M3R inducible RGS4, calcium flux. 310,000 compounds, 0.45% hits. B-score at 10 µM. Fluo-4 calcium flux; hits give high values; triggered by carbachol at its EC20. AID 463165, 2010;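 active means B-score, a plate-corrected calcium signal, over three deviations above library mean, with baseline fluorescence within five deviations of library mean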;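 further: RGS4 expression induced by doxycycline in cells with stable M3 receptor; B-score is computed from the integrated fluorescence ratio over baseline after carbachol; higher B-score means a larger calcium signal and so more RGS4 inhibition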
TRPC4 inh: inhibitors of mouse TRPC4 channel, primary screen, Fluo4 calcium, HEK293 TRPC4beta/mu-opioid cells; Short transient receptor potential channel 4 (Mus musculus), Q9QUQ5; DAMGO-evoked Fluo4 calcium flux; hits give low values; B-score at 10 µM; 300,000 compounds, 0.39% hits; AID 2247, 2010;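 active means B-score over 3 SD under the library average, no early fluorescence shift, positive overall ratio signal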
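material = TRPC4beta/mu-opioid receptor HEK293 cell line | probe or stimulus = sequential submaximal and maximal DAMGO stimulation | compound dosing = one concentration per compound | measured by = Fluo4 Ca2+ flux fluorescence | evaluation = integrated fluorescence ratio relative to baseline, converted to per-well B score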
MrgX1 agonist: agonists of human MrgX1 receptor, primary screen, HEK293 cells, Fluo-4 calcium flux; Fluo-4 calcium fluorescence, agonist mode; hits give high values; B-score at 10 µM; 310,000 compounds, 0.44% hits; Mas-related G-protein coupled receptor member X1 (Homo sapiens), Q96LB2;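 active means calcium response B-score plate-corrected fluorescence ratio at least 3 library SD, with starting fluorescence B-score inside 5 SD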
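Material: HEK293 cells stably expressing human MrgX1 receptor | Quantity: 15,000 cells per well | Times: Cells plated overnight, dye loaded 0.5 h 37 °C, 0.5 h room temperature | Measured by: Kinetic Fluo-4 NW fluorescence of intracellular calcium | Control set: Positive and negative controls per plate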
TRPC6 activator: mouse TRPC6 channel activators, primary screen, cell-based, HEK293, membrane potential dye; Short transient receptor potential channel 6 (Mus musculus), Q61143; HEK293-TRPC6 membrane potential dye fluorescence; hits give high values; B-score at 10 µM; 310,000 compounds, 0.13% hits; AID 2550, 2010;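 active means B-score of the integrated fluorescence ratio above library mean plus 3 SD, and starting fluorescence ratio within library mean plus 5 SD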;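 further: higher score means more depolarization so channel activation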
MrgX1 PAM: positive allosteric modulators of MrgX1, primary screen, HEK293 cells, Fluo-4 calcium flux; AID 588675, 2011; 310,000 compounds, 0.63% hits; FDSS; hits give high values; B-score at 10 µM; Mas-related G-protein coupled receptor member X1 (Homo sapiens), Q96LB2;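 active means plate-corrected calcium response at least 3 library SD above typical, normal starting fluorescence, not activating the receptor alone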;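 further: compound read alongside a low EC10 to EC30 dose of BAM8-22 agonist; peak minus trough fluorescence over baseline measured at the second addition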
TRPC6 inh: mouse TRPC6 channel inhibitors, primary screen, cell-based, HEK293, membrane potential dye | Short transient receptor potential channel 6 (Mus musculus), Q61143 | ACh-evoked depolarization; hits give low values | B-score at 10 µM | 310,000 compounds, 1.1% hits | AID 2553, 2010;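 active means B-score under library mean minus 3 SD, initial fluorescence not abnormally high, positive integrated signal ratio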;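 further: B-score derived from integrated fluorescence ratio over the kinetic read; more negative B-score means stronger inhibition of depolarization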
* hit, by the source's call; i = inactive; . = no result given.

entry	SMILES	ANO1 block	TRPC4 act	TMEM16A act	TRPC4 potent	MrgX1 antag	RGS4 inh	TRPC4 inh	MrgX1 agonist	TRPC6 activator	MrgX1 PAM	TRPC6 inh
1	CCCCNC(=S)Nc1ccc2nc(N3CCN(CC)CC3)cc(C)c2c1	i	i	.	i	i	i	i	i	i	i	i
2	Cc1nn(CC(O)Cn2c3c(c4ccccc42)CCN(C)C3=O)c(C)c1Br (configuration not stated)	i	i	i	i	i	i	i	i	i	i	i
3	NC(=O)c1ccc[n+](CC(=O)c2ccc(F)cc2)c1	i	i	i	i	i	i	i	i	i	i	i
4	Cn1c(SCC(=O)N2CCCC2=O)nnc1-c1ccccc1F	i	i	i	i	i	i	i	i	i	8.79*	i
5	O=C(Nc1ccc2c(c1)OCO2)Nc1ccc(F)cc1F	i	i	i	i	i	i	i	i	i	i	i
6	CCC(C)NC(=S)N(CCc1ccccc1)Cc1cc2cc(OC)c(OC)cc2[nH]c1=O (configuration not stated)	i	i	i	i	i	i	i	i	i	i	i
7	Cc1ccc(C)c(NC(=O)Cn2c(=O)n(-c3ccc(CC(=O)NCC4CCCO4)cc3)c(=O)c3ccccc32)c1 (configuration not stated)	i	i	.	i	i	i	i	i	i	i	i
8	NNc1nc(-c2ccccc2)c2cc(Br)ccc2n1	i	i	i	i	i	i	i	i	i	i	i
9	COc1cc(C)nc(OCCNC(=O)COc2ccc(Cl)cc2C)n1	i	i	i	i	i	i	i	i	i	i	i
10	CC(C)N(C)C(=O)c1ccc(OC2CCN(CCc3ccccc3)CC2)cc1	i	i	i	i	i	i	i	i	i	i	i
11	CCCN1CCC(NC(=O)Nc2ccc(F)cc2F)CC1	i	43*	i	i	i	i	i	i	i	i	i
12	CC(C)(C)C(=O)Nc1ccc(Oc2ccc3c(c2)C(=O)N(c2ccc(O)cc2)C3=O)cc1	i	i	i	i	i	i	i	i	i	i	i
13	Cc1ccc(CN=C2NC(=O)C(CC(=O)NCCc3ccccc3)S2)cc1 (configuration not stated)	i	i	i	i	i	i	i	i	i	i	i
14	Cc1cnc(C(=O)Nc2cccc3ncccc23)cn1	i	i	i	i	i	i	i	i	i	i	i
15	CCc1ccccc1NC(=S)Nn1cnnc1	i	i	i	i	i	i	i	i	i	i	i
16	Oc1ccc(-c2nc3ccccn3c2NCc2ccco2)cc1	i	i	i	i	i	i	i	i	i	i	i
17	Fc1ccc(-c2csc(-c3ccc(C4SCCS4)cc3)n2)cc1F	i	i	i	i	i	i	i	i	i	i	i
18	Cc1ccc(NS(=O)(=O)c2cccc(C(=O)NNC(=O)NC3CCCCC3)c2)c(C)c1	i	i	i	i	i	i	i	i	i	i	i
19	Cc1ccc(CC2CC(=O)N(c3ncccn3)C2=O)cc1 (configuration not stated)	i	i	i	i	i	i	i	i	i	i	i
20	Cc1nc2c(C(=O)NCc3ccc4c(c3)OCO4)c[nH]n2c(=O)c1Cc1ccccc1F	100*	i	i	i	i	i	i	i	i	i	i
21	Cc1ccc(S(=O)(=O)N2CC(=NN=C(N)N)C2)cc1	i	i	i	i	i	i	i	i	i	i	i
22	Cc1onc(-c2ccc(Cl)cc2)c1-c1ccnn1S(=O)(=O)c1ccc(Cl)cc1	i	i	i	i	i	i	i	i	i	i	i
23	CC(C)n1c(=S)[nH]c2scc(-c3cccs3)c2c1=O	i	i	i	i	i	i	i	i	i	i	i
24	Cc1cc(OCC(=O)Nc2ccncc2)c(C)cc1Br	25*	i	i	i	i	i	i	i	i	i	i
25	COC(=O)[C@@H]1CC[C@@](C)(c2ccc(OC)cc2)C1(C)C	i	i	i	i	i	i	i	i	i	i	i
26	COC(=O)c1ccccc1NC1OC(=O)c2ccccc21 (configuration not stated)	i	i	i	i	i	i	i	i	i	i	i
27	COc1cccc(C(=O)NCCCNC(=O)c2ccccn2)c1	i	i	i	i	i	i	i	i	i	i	i
28	CN(C)/C=C1\C(=O)ON=C1c1ccccc1	i	i	i	i	i	i	i	i	i	i	i
29	CN(CCC#N)Cc1cc(=O)oc2ccc3ccccc3c12	i	i	i	i	i	i	i	i	i	i	i
30	N#Cc1nc(COc2ccc(Cl)cc2)oc1NCc1ccc2c(c1)OCO2	i	i	i	i	i	i	i	i	i	i	i
31	Cc1cc(NC(=O)c2ccc(F)cc2F)n(-c2nc3ccccc3[nH]2)n1	i	i	i	i	i	i	i	i	i	i	i
32	COc1ccc(Nc2nc(N)nc(CN3CCN(c4ccc(F)cc4)CC3)n2)cc1	i	i	i	i	i	i	i	i	i	i	i
33	COc1ccc(N2C(=O)N3[C@H](c4ccc(Cl)cc4)[C@@H]4C(=O)N(C5CCCCC5)C(=O)[C@@H]4[C@]3(Cc3ccc(Cl)cc3)C2=O)cc1	i	i	i	i	i	i	i	i	i	i	i
34	CN(C)CCCN(C(=O)c1ccc2c(c1)CCCC2)c1nc2c(F)cccc2s1	i	i	i	i	i	i	i	i	i	i	i
35	CCN(Cc1ccccc1)S(=O)(=O)c1c(N)n(C)c(=O)n(C)c1=O	i	i	i	i	i	i	i	i	i	i	i
36	O=C(CSc1nnc(-c2c[nH]c3ccccc23)n1CC1CCCO1)Nc1ccc2c(c1)OCCO2 (configuration not stated)	i	i	i	i	i	i	i	i	i	i	i
37	CC1=CC(=O)C(C(C)C)=C/C1=N/OS(=O)(=O)c1ccccc1	100*	i	-6.53*	21*	-14.2*	i	i	i	i	i	i
38	COC(=O)c1ccc(-c2noc(CN(C)Cc3ccncc3C)n2)cc1	25*	i	i	i	i	i	i	i	i	i	i
39	Cc1ccc2nc(SCC(=O)NC3CCCC3)[nH]c2c1	i	i	i	i	i	i	i	i	i	i	i
40	Cc1cnc(C(=O)OC(C)C(=O)Nc2cccc3ccccc23)cn1 (configuration not stated)	i	i	i	i	i	i	i	i	i	i	i
41	CNC(=O)CCSc1ccc(C)cc1	i	i	i	i	i	i	i	i	i	i	i
42	O=C1CCCN1CCCNC(=S)Nc1ccc(Br)cc1Cl	i	i	i	i	i	i	i	i	i	i	i
43	CC(Sc1nccn1C)C(=O)Nc1ccc(C(N)=O)cc1 (configuration not stated)	i	i	i	i	i	i	i	i	i	i	i
44	NS(=O)(=O)c1cccc(NC(=S)NCc2ccccc2)c1	i	i	i	i	i	i	i	i	i	i	i
45	O=C(NCc1nc2ccccc2[nH]1)C1=C[C@H](c2coc3ccccc3c2=O)C[C@H](OCc2ccc(CO)cc2)O1	i	i	i	i	i	i	i	i	i	i	i
46	CCOc1ccc2nc(N(CCCN(C)C)C(=O)c3ccc(C(=O)c4ccccc4)cc3)sc2c1	i	i	i	i	i	i	i	i	i	i	i
47	CCCCC(Sc1nc(N)c(NC(=O)c2ccc(OC)cc2)c(=O)[nH]1)C(=O)O (configuration not stated)	i	i	i	i	i	i	i	i	i	i	i
48	Clc1ccc(-c2noc(CSc3nnc(-c4ccncc4)n3-c3ccccc3)n2)cc1	100*	i	i	i	i	i	i	i	i	i	i
49	O=C(c1ccco1)N(Cc1ccco1)Cc1cc2ccccc2[nH]c1=O	i	i	i	i	i	i	i	i	i	i	i
50	C(=N\N1CCN(Cc2ccccc2)CC1)/c1ccccc1	i	i	i	i	i	i	i	i	i	i	i
51	O=C(/C=C/c1cccs1)Nc1scc(-c2ccccc2)c1C(=O)O	.	i	i	i	.	i	i	.	i	.	i
52	COc1cc(-c2noc(C)c2C#CC2(N)CCCCC2)cc(OC)c1OC	i	i	i	i	i	i	.	i	i	i	i
53	CC1CCc2nn(CC(=O)NCCN3CCCCC3C)cc2C1 (configuration not stated)	i	i	i	i	i	i	i	i	i	i	i
54	Cn1nc(-c2ccc(C(=O)O)cc2)c2ccccc2c1=O	i	i	i	i	i	i	i	i	i	i	i
55	Cc1ccc(C)c(S(=O)(=O)N2CC(=O)Nc3ccccc32)c1	i	i	i	i	i	i	i	i	i	i	i
56	O=C1c2ccccc2C(=O)N1CC1c2ccccc2CCN1C(=O)C1CCCCC1 (configuration not stated)	i	i	i	i	i	i	i	i	i	i	i
57	O=C(CCN1CCc2ccccc2C1)Nc1ccccc1F	i	i	i	i	i	i	i	i	i	i	i
58	CSc1ccc(CCNC(=O)CSc2ccsc2[N+](=O)[O-])cc1	i	i	i	i	i	i	i	i	i	i	i
59	CC(=O)c1c(N)n(C)c(=O)n(C)c1=O	i	i	i	i	i	i	i	i	i	i	i
60	CCOC(=O)C1=C(c2ccccc2)N=c2s/c(=C\c3ccc(O)cc3)c(=O)n2C1c1cccs1 (configuration not stated)	i	i	i	i	i	i	i	i	i	i	i

The listing continues:
entry	SMILES	ANO1 block	TRPC4 act	TMEM16A act	TRPC4 potent	MrgX1 antag	RGS4 inh	TRPC4 inh	MrgX1 agonist	TRPC6 activator	MrgX1 PAM	TRPC6 inh
61	Cc1nn(CCc2n[nH]c(=S)n2C2CCCCC2)c(C)c1Br	i	i	i	i	i	i	i	i	i	i	i
62	COCCn1c(SCC(=O)N2CCCc3ccccc32)nnc1-c1ccoc1C	i	i	i	i	i	i	i	i	i	i	i
63	O=C(O)c1cccc(Nc2nc(-c3cc4ccccc4oc3=O)cs2)c1	i	i	i	i	i	i	i	i	i	i	i
64	Cc1ccc(N2C(=O)/C(=C\c3ccco3)SC2=S)cc1	100*	i	i	i	i	i	i	i	i	i	i
65	Cc1sc2ncnc(N(C)Cc3cccs3)c2c1C	i	i	i	i	i	i	i	i	i	i	i
